Assay outcomes as filed in PubChem BioAssay.
mHtt clearance – clearance of mutant huntingtin inclusions, primary screen, imaging, HeLa Exon1htt(103Q)mCFP, confocal imaging; 47,000 tested, 0.42% active; aggregate imaging; zero = plate's median compound well; inhibition, % at 1.5 µM; AID 853, 2007;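 active means inhibition of aggregate fluorescence above about 70%, also judged a hit by eye on the cell image, limit read from the data, passing the limit was not always enough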;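 further: cells exposed to compound for three days before fixation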
mHtt clearance grain fraction – recorded beside mHtt clearance, whose call it bears; fraction fluorescence in grains; measured here: aggregate grain fluorescence fraction; active compounds read low;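 scaled fraction of total cell fluorescence in grains with unit not stated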
Numbers without * were called inactive; i = inactive. Only part of the results is shown, so the mix of outcomes need not match the whole.

item	compound	mHtt clearance	mHtt clearance grain fraction
1	CCn1c(SCC(=O)c2[nH]c(C)c(C(C)=O)c2C)nnc1-c1cccs1	38.1	20.3
2	CCCCOC(=O)/C(=C\c1ccc([N+](=O)[O-])o1)NC(=O)c1ccccc1	-122.9	40.1
3	Cc1cc(S(=O)(=O)Nc2cccc(O)c2)c(C)s1	5.7	38.2
4	CCOC(=O)CC1ON(C)C(=O)N1c1ccc(Cl)cc1Cl (stereo not drawn)	35.3	15.3
5	CC1CCC(NC(=O)c2ccc(N3CCCC3=O)cc2)CC1 (stereo not drawn)	-4.0	34.8
6	CCC(=O)N1CCNC(=O)C1CC(=O)Nc1ccc(C)c(Cl)c1 (stereo not drawn)	14.6	16
7	Brc1ccc(Oc2nsnc2N2CCOCC2)cc1	39.1	24.4
8	Cc1ccc2c(c1)NC(=O)C(CC(=O)NCCCN1CCc3ccccc3C1)O2 (stereo not drawn)	-16.4	56.3
9	Cn1nc(-c2ccc(Cl)cc2)c2cc(C(=O)NCCCN3CCCC3)sc21	-37.1	68.1
10	Cc1ccc(C)c(C(=O)CC2(O)C(=O)Nc3ccccc32)c1 (stereo not drawn)	15.5	13.8
11	O=C(CN1C(=O)c2ccccc2C1=O)Nc1ccccc1C(=O)NC1CCCCC1	36.0	20.3
12	Oc1ccc2ccccc2c1/C=N/c1nccs1	34.9	20.3
13	O=C(Nc1ncc(Cc2ccccc2Cl)s1)C1CCCO1 (stereo not drawn)	-42.1	26.6
14	Cc1ccc(Cn2ccc(NC(=O)c3cc(-c4ccc(Br)cc4)on3)n2)cc1	-51.3	59.6
15	CCOC(=O)/C(C#N)=C/c1cc(C)n(-c2ccccc2)c1C	8.9	20.6
16	CCCc1cc(=O)[nH]c(SCc2cc(C(=O)OC)c(C)o2)n1	-20.3	26.3
17	CCn1c(SCC(=O)N2CCC(C)CC2)nnc1-c1ccc(S(=O)(=O)N2CCN(C)CC2)cc1	31.4	22.1
18	O=C(NC1CCCCCC1)c1c(O)c2ccccc2[nH]c1=O	26.3	25.2
19	O=C1NCCCC2c3c(cc(Br)c(O)c3Br)OC12N1CCOCC1 (stereo not drawn)	15.2	32.5
20	O=C(O)CCC(=O)N1CCc2cc(S(=O)(=O)NCc3cccs3)ccc21	-37.8	50
21	O=c1oc2ccc(Br)cc2cc1-c1nc2ccccc2o1	-26.9	46.6
22	CC(C)Oc1cccc(C(=O)Nc2ccc(NC(=O)c3ccco3)cc2)c1	-0.6	44.2
23	C=CCn1c(=O)n(CCC#N)c(=O)n(CCC#N)c1=O	-48.0	29
24	CN(Cc1ccccc1)S(=O)(=O)c1ccc2c(c1)OCCO2	-58.2	30.6

Shown with each value named: entries from further up.
18) O=C(NC1CCCCCC1)c1c(O)c2ccccc2[nH]c1=O
  mHtt clearance: 26.3
  mHtt clearance grain fraction: 25.2

21) O=c1oc2ccc(Br)cc2cc1-c1nc2ccccc2o1
  mHtt clearance: -26.9
  mHtt clearance grain fraction: 46.6

15) CCOC(=O)/C(C#N)=C/c1cc(C)n(-c2ccccc2)c1C
  mHtt clearance: 8.9
  mHtt clearance grain fraction: 20.6

Carrying on.
item	compound	mHtt clearance	mHtt clearance grain fraction
25	COC(=O)[C@H](CCSC)NC(=O)NC1CCN(Cc2ccccc2)CC1	5.7	32.3
26	COC(=O)CSc1ccccc1C(=O)OC	-80.7	31.6
27	CC1(C)CCc2nc(SCc3ccccc3)c(C#N)cc2C1	-20.9	21.6
28	CCC(=O)N1CCCc2cc(S(=O)(=O)N3CCN(c4ccccc4F)CC3)ccc21	46.3	22
29	Cn1c(=O)[nH]c(=O)c2c1nc(NCCCn1ccnc1)n2Cc1ccc(F)cc1	-230.7	124
30	COc1ccc(-c2oc3ncn(CCN4CCOCC4)c(=N)c3c2-c2ccc(OC)cc2)cc1	29.8	11.8
31	O=C(COc1ccccc1)Nc1ccccc1N1CCN(c2ccccc2)CC1	10.2	39.7
32	COc1ccc(-c2cc(N)n(S(=O)(=O)c3c(F)c(F)c(F)c(F)c3F)n2)cc1OC	-25.4	50.3
33	COC(=O)c1cc(NC(=O)CN2C(=O)CSC2=O)ccc1Cl	-36.0	28.3
34	COc1ccccc1N1CCN(C(=O)CSc2ccc3c(C)cc(C)nc3n2)CC1	1.6	20.2
35	COc1ccc(CCNC2CCN(C)CC2)cc1OC	26.4	16.1
36	COc1ccc2c(c1)c(=O)oc1cc3oc(C)c(C)c3cc12	-17.4	23

Entries by screen from the entries so far.
Entries 26–36 in mHtt clearance: -80.7, -20.9, 46.3, -230.7, 29.8, 10.2, -25.4, -36.0, 1.6, 26.4, -17.4

Next results
item	compound	mHtt clearance	mHtt clearance grain fraction
37	CCOC(=O)NC(NC(=S)Nc1ccccc1[N+](=O)[O-])C(Cl)(Cl)Cl (stereo not drawn)	33.2	14.1
38	COc1ccc(/C=C2/SC(=O)N(NS(=O)(=O)c3ccccc3)C2=S)cc1OC	-96.2	63.3
39	Cc1nn(-c2cc(N3CCNCC3)ccc2[N+](=O)[O-])c(=O)c2ccccc12	-49.0	64.7
40	CCc1nnc(NC(=O)CN2CCN(c3nc(-c4ccccc4)cs3)CC2)s1	1.9	37.7
41	Cc1ccc(S(=O)(=O)Cn2nnnc2C(CC(C)C)N2CCN(c3ccc(F)cc3)CC2)cc1 (stereo not drawn)	3.6	17.9
42	COC(=O)COc1ccc(S(=O)(=O)N2CCOCC2)cc1C	-3.8	20
43	CC(C)CCn1c(NCCN(C)C)nc2c1c(=O)[nH]c(=O)n2C	22.1	26.1
44	CC(=O)c1cccc(NC(=O)c2nccnc2C(=O)O)c1	-45.9	58.5
45	CC(C(=O)Nc1ncc2c(n1)CC(C)(C)CC2=O)N1C(=O)c2ccccc2C1=O (stereo not drawn)	-67.5	32.8
46	OC1(c2cccc(F)c2)CCN(Cc2ccncc2)CC1	41.5	24.7
47	CC(C)Cn1c(-c2ccc(C#N)cc2)nc2c1c(=O)[nH]c(=O)n2CC(C)C	53.0	9.14
48	CS(=O)(=O)N(CCc1ccccc1)CC(=O)NCc1ccc2c(c1)OCO2	0.1	19.4
49	CCc1nnc(SCCSc2nnc(CC)n2N)n1N	-88.0	81.6
50	COC(=O)CN(c1ccc2c(c1)OCO2)S(C)(=O)=O	17.1	15.3
51	Cc1sc2ncn(-n3c(C)ccc3C)c(=O)c2c1C	33.6	24.6
52	CN(C(=O)COC(=O)C1CCN(S(=O)(=O)c2cccs2)CC1)C1CCS(=O)(=O)C1 (stereo not drawn)	7.9	18.7
53	COc1ccccc1N1CCN(C(c2ccccc2Cl)c2nnnn2C(C)(C)C)CC1 (stereo not drawn)	-15.3	39.4
54	CCN(c1ccc2c(c1)OCO2)S(=O)(=O)c1cc(Br)cc2c1N(C(C)=O)CC2	4.1	28.1
55	CC(C)c1ccc(Nc2nc(NCc3ccco3)nc(N3CCOCC3)n2)cc1	-12.5	41.4
56	COc1cc(C)c(C)cc1S(=O)(=O)N1CCN(Cc2ccc3c(c2)OCO3)CC1	-7.4	19.8
57	CCCCN1C2CCCC1CC(NC(=O)N(C(C)C)C(C)C)C2 (stereo not drawn)	-58.8	27.9
58	CCCC(C(=O)NCc1ccccc1)N(C(=O)Cn1nnc(-c2cccs2)n1)c1ccc2c(c1)OCCO2 (stereo not drawn)	7.0	18.6
59	Cn1c(SCC(=O)N2CCCCC2)nc2cccnc21	9.3	18.8
60	O=C(Nc1ccc(Cl)cn1)c1ccc(-c2cc(Cl)ccc2Cl)o1	-2.1	31.4
61	Cc1ccc(Nc2cc(C)nn2-c2nc(C)cc(C)n2)cc1	-9.2	22.1
62	CCOC(=O)c1c(C)nc(-c2ccccc2)nc1NC(=O)C(C)C	-1.1	17.9
63	COC(=O)CC1=C(C(=O)OC)C(c2cccs2)C(C#N)=C(N)O1 (stereo not drawn)	-17.9	41.3
64	COc1ccccc1Cc1nc(-c2ccc(Br)o2)no1	11.7	46
65	COC(=O)CSc1nnnn1-c1ccccc1	24.3	15.3
66	CC1=C(C(=O)OCc2ccccc2)C(c2cccnc2)n2nnnc2N1 (stereo not drawn)	-15.2	43.3
67	O=C(NCCc1ccccn1)c1n[nH]c(=O)c2ccccc12	20.8	27.1
68	CCCn1c(CN(C)Cc2ccccc2)nc2c1c(=O)n(C)c(=O)n2C	-53.5	25.5
69	CCC1CCCCN1S(=O)(=O)c1ccc(S(=O)(=O)N2CCN(S(=O)(=O)CC)CC2)cc1 (stereo not drawn)	-69.5	57.8
70	O=C(Nc1cccc(-c2nnn(CC(=O)N3CCc4ccccc4C3)n2)c1)C1CCC1	-53.1	34.5
71	Cn1cnnc1SCC(=O)c1cc2ccccc2oc1=O	0.7	20
72	CCOc1ccc(Br)cc1S(=O)(=O)N1CC(C)OC(C)C1 (stereo not drawn)	34.5	11.4
73	COc1cc(/C=C(\C#N)c2nc3c(s2)CC(C)CC3)ccc1O (stereo not drawn)	4.0	38.1
74	CCN(CC)CCNC(=O)C1CCC(=O)N(c2ccc(OC)cc2)C1c1ccc(F)cc1 (stereo not drawn)	44.3	20.7
75	COc1cccc(OC)c1OCCCOc1c(OC)cccc1OC	-22.4	22.4
76	O=C(Cc1cccs1)NCc1ccncc1	-14.3	20.6
77	CCn1c(N2CCN(CC(=O)c3c(C)n(C)c4ccccc34)CC2)nc2c1c(=O)[nH]c(=O)n2C	41.4	12
78	CCn1c(/C(C#N)=C(\O)CCc2ccccc2)nc2ccccc21	-47.9	25.4
79	O=C(NCc1ccc2c(c1)OCO2)c1ccc(COc2cccc(Cl)c2)o1	17.0	14.4
80	C=CCN=C(NC#N)SCc1ccccc1Cl	-31.3	28.7
81	CCCNS(=O)(=O)c1ccc(NC(=O)c2ccccn2)cc1	8.5	18
82	O=C1c2ccccc2C(Nc2cccnc2)N1Cc1ccccc1 (stereo not drawn)	5.7	34.9
83	COc1ccccc1-c1nc(C#N)c(N2CCC(Cc3ccccc3)CC2)o1	-21.8	42.3
84	CSc1ccccc1C(=O)N1CCOCC1	-33.5	26.3

Complete entries, looked up by structure. Screens in order: mHtt clearance | mHtt clearance grain fraction
Listed for `CCn1c(N2CCN(CC(=O)c3c(C)n(C)c4ccccc34)CC2)nc2c1c(=O)[nH]c(=O)n2C` : 41.4 | 12
Listed for `O=C(NCc1ccc2c(c1)OCO2)c1ccc(COc2cccc(Cl)c2)o1` : 17.0 | 14.4

New compounds follow:
item	compound	mHtt clearance	mHtt clearance grain fraction
85	O=C(NCCc1csc(-c2ccccc2)n1)c1ccc(Br)o1	21.8	37.8
86	CC1CN(C2CCN(C(=O)COc3ccccc3)CC2)CC(C)O1 (stereo not drawn)	15.1	15.7
87	Cc1cccc(NC(=O)C(NS(=O)(=O)c2ccc3c(c2)CCC(=O)N3)c2ccccc2)n1 (stereo not drawn)	20.4	27.4
88	CCOC(=O)C1=C(C)NC(C)=C(C(=O)OCC)C1c1cc2ccc(C)cc2[nH]c1=O	18.6	27.8
89	COCC(=O)NCCSc1c(C)[nH]c2ccccc12	-26.1	60.9
90	CCOC(=O)c1ccc(CNC(=O)c2cc(C(C)(C)C)oc2C)o1	-39.3	26.6
91	Cc1cccc(N2CCN(C(=O)CCCn3c(=S)[nH]c4cc5c(cc4c3=O)OCO5)CC2)c1C	0.1	37
92	Cc1ccc(S(=O)(=O)CCc2nnc(NC(=O)COc3cccc(C)c3)s2)cc1	34.1	20.3
93	CCC1(C)CC(c2csc(N)n2)CCO1 (stereo not drawn)	-19.1	21.8
94	Cc1cc(C)cc(NC(=O)c2cccc(NC(=O)C3C4CC5OC(=O)C3C5C4)c2)c1 (stereo not drawn)	-31.4	31
95	CC(C)(C)c1nc(SCC(=O)Nc2ccc(N3CCOCC3)cc2)c2ccccc2n1	33.0	25.9
96	COC(=O)N/N=C(\C)c1ccc(Br)cc1	-33.4	31.5
97	C=CCOc1ccc(/C(O)=C2/C(=O)C(=O)N(CCN3CCOCC3)C2c2ccc(C)cc2)cc1 (stereo not drawn)	42.8	20.2
98	CCCC(=O)Nc1ccc(NC(=O)c2ccccc2Cl)nc1	-5.1	38.2
99	Cc1ccc(S(=O)(=O)N2CCC(C(=O)NCCc3ccccc3)CC2)cc1	12.6	17.1
100	CC(=O)Nc1nonc1NC(=O)CSc1ncn[nH]1	-55.7	53.1
101	COC(=O)c1ccc(CSc2nnc(SCc3ccc(C(=O)OC)o3)s2)o1	37.8	12.6
102	O=C(NCc1ccccn1)C1CCN(S(=O)(=O)c2cccs2)CC1	5.3	34.9
103	COc1ccc(C2/C(=C(/O)c3ccccc3)C(=O)C(=O)N2c2ccccn2)c(OC)c1 (stereo not drawn)	14.3	26.1
104	Cc1cc(NC(=O)C23CCC(C)(c4nc5cc(Cl)c(Cl)cc5nc42)C3(C)C)no1 (stereo not drawn)	-16.6	21.7
105	COc1cccc(/C=N/Nc2snc(SC)c2C#N)c1	9.4	32.4
106	FC(F)(F)c1cc(-c2ccco2)nc(NCc2ccccc2)n1	-46.9	54.1
107	CCn1c(SCC(=O)Nc2ccc(NC(=O)c3ccco3)c(OC)c2)nc2ccccc2c1=O	14.8	15.4
108	COC(=O)c1sccc1NC(=O)C12CC3CC(CC(C3)C1)C2	5.8	18.4
109	COc1cc(C2CC(=O)NC(SCC(=O)Nc3ccccc3C)=C2C#N)ccc1O (stereo not drawn)	-38.6	50.9
110	Cc1cccc(C(=O)NCCN2CCCC2)c1	i	192
111	CCOC(=O)CSc1nnc(-c2ccco2)n1C	20.5	14.8
112	Cc1cc(C)cc(N2Cc3ccccc3C2)c1	-12.0	41.4
113	O=C(CN1C(=O)c2cccc3cccc1c23)Nc1ccc(S(=O)(=O)N2CCOCC2)cc1	-26.2	23.4
114	CCOc1ccc(C(=O)NC(=S)N(Cc2ccccc2)Cc2ccccc2)cc1	18.8	25
115	Cc1nc(N(C)C)ncc1C(=O)O	21.5	15.1
116	CC(=O)NCc1nc2ccccc2n1C(C)C	54.9	13.9
117	CCN(CC)CC#CC(C)OCOCC#CCOC (stereo not drawn)	-121.0	84.2
